RECQ1 helicase: inhibitors of human RECQ1 DNA helicase; P46063; RECQ1 DNA unwinding, red fluorescence kinetic read; Potency, µM (highest dose often 57.3 µM), without a hit: top-dose activity, negative = inhibition, usual class: inhibitors; actives 0.54% (n = 240,000);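 also: plate controls were vehicle for no effect and no enzyme for full effect; nearly all actives have a fitted effect of over 30% in size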
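RECQ1T1 50 nM; forked duplex (20 bp + 30-nt ss tails) 200 nM, ATP 2 mM final; pH 8.0, 2 mM MgCl2, 2.5 ug/ml poly(dI-dC); 15 min compound preincubation; discontinuous kinetic read over 2 h at RT.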
TRb-SRC2 inh: inhibitors of human thyroid hormone receptor beta-SRC2 interaction | Potency, µM (titrated, usually from 106 µM), for inactives: top-dose activity change, negative = inhibition, usual class: inhibitors | TRbeta-SRC2 peptide binding, fluorescence polarization; receptor liganded with 1 µM T3 | actives 0.065% (n = 280,000);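 also: plate controls were bound peptide for no effect and peptide without receptor for full effect; nearly all actives have a fitted effect of over 50% in size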
Target sequence (P10828 whole entry, looked up): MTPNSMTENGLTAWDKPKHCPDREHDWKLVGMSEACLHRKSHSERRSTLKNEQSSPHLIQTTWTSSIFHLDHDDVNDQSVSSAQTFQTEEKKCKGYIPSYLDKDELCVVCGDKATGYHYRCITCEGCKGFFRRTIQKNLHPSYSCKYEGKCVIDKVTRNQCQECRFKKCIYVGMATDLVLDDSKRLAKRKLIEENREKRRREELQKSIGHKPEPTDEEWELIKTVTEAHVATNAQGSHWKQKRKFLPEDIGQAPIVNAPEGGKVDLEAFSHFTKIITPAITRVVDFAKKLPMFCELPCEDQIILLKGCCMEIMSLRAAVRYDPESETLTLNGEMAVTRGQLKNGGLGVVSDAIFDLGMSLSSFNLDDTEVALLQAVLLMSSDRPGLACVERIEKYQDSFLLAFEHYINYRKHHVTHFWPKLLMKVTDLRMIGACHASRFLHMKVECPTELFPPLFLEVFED
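Human TRb ligand-binding domain (0.6 uM) is mixed with 20 nM Texas Red SRC2 peptide and 1 uM T3; after compound addition and 5 hr at ambient temperature, polarization is measured and normalized to unbound and bound controls.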
TexasRed fluor: Texas Red fluorescence interference in TRb-SRC2 counter-screen; TRb/SRC2 Texas Red total fluorescence interference; Potency, µM (titrated, usually from 106 µM), for the others: top-dose fluorescence change, negative = quenching; actives 0.29% (n = 280,000); active = well fitted curve in either direction with a large enough effect; inconclusive = small, poorly fitted or top-dose-only effect; also: % is scaled to controls: 0 for no effect and ±100 for the full control effect
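Flags fluorescent or light-absorbing compounds by total fluorescence, S + 2P, at 555 nm excitation and 632 nm emission. Mixture: 20 nM Texas Red SRC2 peptide, 0.6 uM human TRb LBD, 1 uM T3, 5% DMSO; compound exposure 5 h at ambient temperature.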
L3MBTL1 inh: inhibitors of human L3MBTL1. AlphaScreen L3MBTL1–H3K9me1 peptide binding. Q9Y468. actives 0.66% (n = 230,000). Potency, µM (doses to about 57.1 µM), without a hit: at the highest dose activity, negative = inhibition, actives largely listed as inhibitors; also: % is scaled to controls: 0 for no effect and ±100 for the full control effect; nearly all actives have a fitted effect of over 60% in size
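L3MBTL1 50 nM + b-AHA-H3(1-15)K9me1 75 nM, 30 min RT; compound added, 30 min RT; streptavidin donor/Ni-chelate acceptor beads 10 ug/mL each final, 30 min RT dark; AlphaScreen read.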
Tau ThT inhib: blocks human tau fibril formation measured by thioflavin T | P10636 | recombinant tau K18 P301L, heparin-induced fibrillization, ThT fluorescence | Potency, µM (top dose mostly 57.4 µM), for inactives: at the top dose activity, negative = inhibition, most hits filed as inhibitors | actives 2.1% (n = 270,000); also: % is scaled to controls: 0 for no effect and ±100 for the full control effect; nearly all actives have a fitted effect of over 55% in size
Target sequence (P10636 561-689 P618L limits assumed): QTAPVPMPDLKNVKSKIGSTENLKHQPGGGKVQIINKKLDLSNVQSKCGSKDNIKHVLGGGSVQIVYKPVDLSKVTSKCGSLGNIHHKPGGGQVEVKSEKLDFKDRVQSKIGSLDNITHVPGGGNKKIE
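Fibril formation assay: tau K18 P301L at 15 uM with trace Alexa 594 label, heparin inducer 20 uM, pH 7 sodium acetate buffer, 37 C for 6 hr; endpoint ThT signal.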
HTT ATP protect: protects HTT-Q103 PC12 cells, measured by ATP. PC12 HTT-Q103 induced, cytoprotection, ATP luminescence, 40 h. Potency, µM (doses to about 56.4 µM), for inactives: cytoprotection (ATP increase), usual class: activators. actives 0.14% (n = 230,000). AID 1471;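 also: % of control where 0% means no effect; nearly all actives have a fitted effect of over 45% in size; toxic huntingtin expression switched on by the ecdysone agonist tebufenozide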
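ATP quantification (ATPlite) reports survival of PC12 cells in which tebufenozide, 100 nM final, switches on Htt exon 1 with 103 glutamines linked to GFP; compounds are titrated.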
Tau fibril FP: inhibitors of human tau fibril formation. Potency, µM (titrated, usually from 57.7 µM), without a hit: at the highest dose activity, negative = inhibition, most hits filed as inhibitors. K18 P301L tau heparin fibrillization, Alexa594 FP, 6 h. actives 0.39% (n = 280,000). P10636. AID 1468; also: % is scaled to controls: 0 for no effect and ±100 for the full control effect; nearly all actives have a fitted effect of over 55% in size
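Read-out: fluorescence polarization of Alexa 594-labeled tau (0.24 uM), 555 nm excitation, 632 nm emission. Mixtures held 15 uM unlabeled K18 P301L, compound and 20 uM heparin, pH 7 acetate buffer, incubated 6 hr at 37 C.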
Tau fluor cs: counter-screen for tau fibril formation inhibitors. Potency, µM (series often up to 57.7 µM), for the others: top-dose activity change, negative = decrease. tau K18 P301L Alexa594 fluorescence, heparin fibrillization. actives 0.93% (n = 280,000). AID 1463; also: % is scaled to controls: 0 for no effect and ±100 for the full control effect; nearly all actives have a fitted effect of over 55% in size
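Human tau K18 P301L (15 uM unlabeled, 0.24 uM Alexa 594-labeled) in 100 mM sodium acetate pH 7 with 20 uM heparin, 6 hr at 37 C. ThT 30 uM added, 1 hr ambient; Alexa 594 FP and total fluorescence read at 555/632 nm.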
Active calls of the source: *; i = inactive; ? = inconclusive; / = not tested or not shown; [ ] = another dose, or the depositor's remark. Unless noted, calls follow the shape of the dose curve; as a rule, active = well fitted curve in the direction sought with a large enough effect; inconclusive = small, poorly fitted or top-dose-only effect, or another doubt; inactive = no such curve, though single readings can be large; an effect the other way counts as inactive or inconclusive. Potency is read from the fitted curve at half-maximal effect.

SMILES | RECQ1 helicase | TRb-SRC2 inh | TexasRed fluor | L3MBTL1 inh | Tau ThT inhib | HTT ATP protect | Tau fibril FP | Tau fluor cs
Cc1ccccc1NC(=O)CNc1ccccc1N1CCCCC1 | i | -13% | -3% | -5% | ? | 2% | 6% | ?
CC(C)O | 5% | 5% | -1% | / | / | -1% | / | /
Cc1cc(=O)n2c(C(=O)Nc3ccc(C(=O)OC(C)C)cc3)c(C(=O)Nc3ccccc3)sc2n1 | 0% | 3% | -9% | 4% | -10% | 11%[10 µM] | -12% | -22%
CCCCCCCCCCCC(=O)NC1CCS(=O)(=O)C1 (configuration not stated) | i | 4% | -1% | 8% | -5% | -3%[10 µM] | 5% | -4%
O=C(COc1ccc([N+](=O)[O-])cc1)N1CCC(c2nc3ccccc3s2)CC1 | / | 8% | 4% | / | -19% | / | 5% | -16%
Cc1ccc(Nc2nc(N)c([N+](=O)[O-])c(NCc3ccco3)n2)cc1 | -2% | 0% | 6% | -16% | ? | -1%[10 µM] | ? | ?
CC1CCCCC1NC(=O)C1CCC(CNc2c(N3CCCCC3)c(=O)c2=O)CC1 (configuration not stated) | -3% | 2% | 1% | / | / | 15%[10 µM] | 4% | 0%
COC(=O)CNc1c(-c2ccccc2)nc2ccc(Br)cn12 | -6% | -5% | -14% | / | -6% | -21%[10 µM] | 13% | -15%
O=C(COc1ccc(S(=O)(=O)N2CCCC2)cc1Cl)N1CCN(c2ccccc2)CC1 | -4% | -6% | -5% | -4% | 3% | -9%[0.074 µM] | 4% | -6%
COc1cccc(N2CCN(Cc3nc4ccccc4c(=O)[nH]3)CC2)c1 | 0% | 0% | 3% | -5% | -6% | -5% | 4% | -4%
Cc1ccc(-n2c(=O)c3c(c4cc(C)ccc4n3C)n(CC(=O)NCc3ccccc3Cl)c2=O)cc1 | / | -5% | -1% | / | 2% | / | -10% | -5%
CCc1cc2c3c(c1)/C(=C1/SC(N)=NC1=O)C(=O)N3C(C)(C)C=C2C | 3% | -4% | -2% | -3% | ? | -30%[10 µM] | 11% | ?
COc1ccc(C(F)(F)F)cc1NC(=O)c1nc2nc(C)cc(C(F)F)n2n1 | -7% | 1% | 1% | 8% | 0% | 17% | -8% | 2%
COc1ccc(C(=O)Nc2ccc(C3(C#N)CCCC3)cc2)cc1 | i | 10% | -4% | 1% | ? | -23% | -16% | -21%
CN(C(=O)C1CCOC1)c1nnc(C2CCOC2)s1 (configuration not stated) | i | -2% | -1% | 4% | -7% | 10%[10 µM] | -7% | 4%
CCC(C)(C(=O)NC1CCCCC1)N(C(=O)c1ccccn1)c1ccccc1 (configuration not stated) | -4% | -18% | -3% | / | -12% | -6% | ? | -9%
CCC(=O)Nc1cccc(-c2cn3ccccc3n2)c1 | -9% | -22% | -3% | -4% | -13% | 21%[10 µM] | -6% | -6%
Cc1nnc(N2C(=O)C(O)=C(C(=O)c3ccco3)C2c2ccc(C(C)C)cc2)s1 (configuration not stated) | -3% | 4% | -1% | 0% | 1% | / | 5% | 13%
Cn1nnnc1SCCCNCc1ccccc1OCc1ccc(F)cc1 | / | -3% | ? | / | 1% | / | -5% | -4%
O=C(CSc1oc(-c2ccccc2)nc1S(=O)(=O)c1ccc(F)cc1)NCC1CCCO1 (configuration not stated) | 2% | -1% | -3% | 4% | -10% | -3%[10 µM] | -6% | -6%
O=C(COC(=O)Cn1cnc2ccccc21)NCCc1ccc(Cl)cc1 | -15% | -6% | -1% | / | -10% | 4% | 3% | -11%
O=C(Nc1ccccc1N1CCOCC1)C1CCN(S(=O)(=O)c2ccc(F)cc2)CC1 | -2% | 1% | 2% | 3% | -5% | 42%[10 µM] | 2% | -7%
CCc1nc(-c2cc(S(=O)(=O)N3CCN(c4ccc(OC)cc4)CC3)ccc2OC)no1 | / | 1% | 0% | / | 28µM* | / | ? | -25%
CCOC(=O)c1[nH]c(C)c(CCC(=O)N2CCN(c3cc(Cl)ccc3C)CC2)c1C | / | 1% | -2% | / | ? | / | 4% | -13%

Nine entries already listed, arranged by SMILES length, rising:
SMILES | RECQ1 helicase | TRb-SRC2 inh | TexasRed fluor | L3MBTL1 inh | Tau ThT inhib | HTT ATP protect | Tau fibril FP | Tau fluor cs
CCC(=O)Nc1cccc(-c2cn3ccccc3n2)c1 | -9% | -22% | -3% | -4% | -13% | 21%[10 µM] | -6% | -6%
Cn1nnnc1SCCCNCc1ccccc1OCc1ccc(F)cc1 | / | -3% | ? | / | 1% | / | -5% | -4%
COc1ccc(C(=O)Nc2ccc(C3(C#N)CCCC3)cc2)cc1 | i | 10% | -4% | 1% | ? | -23% | -16% | -21%
O=C(COC(=O)Cn1cnc2ccccc21)NCCc1ccc(Cl)cc1 | -15% | -6% | -1% | / | -10% | 4% | 3% | -11%
CCC(C)(C(=O)NC1CCCCC1)N(C(=O)c1ccccn1)c1ccccc1 (configuration not stated) | -4% | -18% | -3% | / | -12% | -6% | ? | -9%
COc1ccc(C(F)(F)F)cc1NC(=O)c1nc2nc(C)cc(C(F)F)n2n1 | -7% | 1% | 1% | 8% | 0% | 17% | -8% | 2%
CCc1cc2c3c(c1)/C(=C1/SC(N)=NC1=O)C(=O)N3C(C)(C)C=C2C | 3% | -4% | -2% | -3% | ? | -30%[10 µM] | 11% | ?
O=C(CSc1oc(-c2ccccc2)nc1S(=O)(=O)c1ccc(F)cc1)NCC1CCCO1 (configuration not stated) | 2% | -1% | -3% | 4% | -10% | -3%[10 µM] | -6% | -6%
CCc1nc(-c2cc(S(=O)(=O)N3CCN(c4ccc(OC)cc4)CC3)ccc2OC)no1 | / | 1% | 0% | / | 28µM* | / | ? | -25%

(more compounds)
SMILES | RECQ1 helicase | TRb-SRC2 inh | TexasRed fluor | L3MBTL1 inh | Tau ThT inhib | HTT ATP protect | Tau fibril FP | Tau fluor cs
COc1nccnc1NS(=O)(=O)c1ccc(N=Cc2c(C)[nH]n(-c3ccc(Cl)cc3)c2=O)cc1 | -8% | -11% | 0% | -11% | -7% | / | 13% | -1%
O=c1[nH]cc(N(CCO)CCO)c(=O)[nH]1 | -7% | -8% | -8% | / | / | -11%[10 µM] | ? | ?
Cc1oc(-c2ccc(Cl)cc2)cc1C(=O)NC1CCN(Cc2ccccc2)CC1 | -3% | 3% | 0% | -2% | -7% | 3%[10 µM] | -2% | -25%
O=C(COC(=O)Cc1cccs1)Nc1ccccc1F | 10% | -6% | -8% | / | 8% | 14% | 7% | 7%
Cc1cc(C(=O)c2ccccc2)c(NC(=O)CN2CCOCC2)s1 | -3% | -5% | 5% | 6% | -5% | 8%[1.9 µM] | 4% | -5%
COc1ccc(/C=C/C(=O)NCc2ccccn2)cc1OC | -6% | -7% | -5% | 23% | 2% | -5%[10 µM] | -6% | -8%
CC1(C)CC(=O)C(N=Nc2cccc(S(=O)(=O)N3CCOCC3)c2)=C(O)C1 | -13% | -3% | -3% | 6% | 5% | 8%[10 µM] | 13% | 4%
COc1ccccc1CCN1COc2c(cc3c(C)c(C)c(=O)oc3c2C)C1 | / | 2% | 11% | / | ? | / | -1% | -26%
Cc1cccc(C2C=C(c3ccc(F)cc3)Nc3nc4ccccc4n32)c1 (configuration not stated) | / | 3% | 1% | / | ? | / | 2% | -11%
CCN(CC)S(=O)(=O)c1ccc(S(=O)(=O)N2CCCC2)cc1 | -12% | -6% | -10% | 44%[activator] | 6% | -14%[10 µM] | 4%[2.34 µM] | 23%[2.34 µM]
CCc1ccc(NC(=O)C(C)OC(=O)c2ccc(NS(=O)(=O)c3ccc(C)c([N+](=O)[O-])c3)cc2)cc1 (configuration not stated) | -2% | -5%[53 µM] | -1%[53 µM] | -13% | -18% | -11%[10 µM] | ? | ?
COc1ccc(Nc2oc(-c3ccccc3)nc2C#N)cc1 | i | -1% | 0% | -2% | -9% | -37% | 11% | -18%
Cc1cc2c(cc1S(=O)(=O)N(CCO)Cc1ccccc1)OCC(=O)N2 | / | -9% | -2% | / | -7% | / | -6% | -14%
COC1=C(Nc2ccc(O)cc2)C(=O)c2ccccc2C1=O | ? | 35µM* | ? | ? | 13µM* | 7%[10 µM] | ? | ?
CCCCN(C(=O)Cn1nnc2ccccc21)C(C(=O)NCCOC)c1ccccc1 (configuration not stated) | i | ? | 2% | -12% | 10% | 7%[10 µM] | -12% | -2%
COc1ccc(CC2NCCC3(O)CCCCC23)cc1 (configuration not stated) | -7% | -9% | 0% | -2% | -8% | -7% | -1% | 5%
CCc1ccc(-n2c(N3CCN(c4cccc(Cl)c4)CC3)nc3ccccc3c2=O)cc1 | / | 0% | 0% | / | -10% | / | -9% | -14%
Cc1ccc2nc(N/N=C/c3ccco3)cc(C)c2c1 | -10% | 4% | -1% | -11% | 18µM* | 7%[10 µM] | 8% | ?
O=C(NCCCCCNC(=O)c1cccnc1)c1cccnc1 | -1% | -5% | 0% | / | -10% | 3%[10 µM] | 0% | 1%
Cn1nnc2cc(NC(=O)NCc3ccc4c(c3)OCO4)ccc21 | 5% | -20% | 1% | ? | ? | 0%[0.074 µM] | 5% | -12%
Cn1c(=O)c2c(ncn2CCN(CCO)Cc2ccccc2)n(C)c1=O | i | 6% | -2% | 2% | 1% | 0%[10 µM] | 1% | 3%
O=C1CC(C(=O)Nc2ccccc2)S/C(=N\NC(=O)c2ccccc2Cl)N1 (configuration not stated) | -13% | 13% | -4% | / | 1% | 0% | -4% | -5%
O=C(O)c1ccc(/C=N/N2CCN(C3c4ccccc4-c4ccccc43)CC2)cc1 | 3% | -7% | 0% | / | / | 7%[10 µM] | 0% | -6%

A second format for two compounds above.
Cc1ccc2nc(N/N=C/c3ccco3)cc(C)c2c1
- RECQ1 helicase: -10%
- TRb-SRC2 inh: 4%
- TexasRed fluor: -1%
- L3MBTL1 inh: -11%
- Tau ThT inhib: 18µM*
- HTT ATP protect: 7%[10 µM]
- Tau fibril FP: 8%
- Tau fluor cs: ?
Cn1c(=O)c2c(ncn2CCN(CCO)Cc2ccccc2)n(C)c1=O
- RECQ1 helicase: i
- TRb-SRC2 inh: 6%
- TexasRed fluor: -2%
- L3MBTL1 inh: 2%
- Tau ThT inhib: 1%
- HTT ATP protect: 0%[10 µM]
- Tau fibril FP: 1%
- Tau fluor cs: 3%

Some of the compounds tested. The share of hits here may be higher or lower than overall.
